Compound activity from PubChem.
esBAF inh: SWI/SNF esBAF complex inhibition | 2% of 350,000 active | mouse ES cells, Bmi1-luciferase knock-in reporter, 24 h; 100% = twice the neutral-well signal | AID 602393 | reporter increase, % at 12.5 µM; in the data active = activation above about 40%; inconclusive = no clear call, values can overlap the other calls;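 note: 0% = median of the plate's neutral control wells and 100% = double that signal; a rise in the Bmi1 reporter signal indicates esBAF inhibition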
E-selectin induc: E-selectin induction on HUVECs; P16581; HUVEC E-selectin immunofluorescence imaging; normalized: neutral wells 0, TNF-alpha wells 100; activation, % at 7.58 µM; 0.37% of 260,000 active; AID 686992;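 active = mean E-selectin-positive cell signal at least 10% of the positive control, reached in at least 60% of replicates, without over 20% cell loss; inconclusive = no rule given, readout overlaps actives, possibly toxicity-flagged; inactive = the rest, including those meeting only one limit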;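 note: in these data hits start at about 27%; measured in HUVEC primary endothelial cells; signal is the percent of cells scored E-selectin positive by PE staining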
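Read-out basis: % PE-positive cells; Test system: HUVEC primary endothelial cells; Technique: immunofluorescence imaging; Dosing: single-point compound dose.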
RAD52 inh: inhibitors of human RAD52 DNA annealing; 0.46% of 360,000 active; P43351; inhibition, % at 18.7 µM; recombinant RAD52 DNA annealing, FRET fluorescence; AID 651710;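 active = every replicate showing at least 50% inhibition; inconclusive = mean inhibition at least 50% but not in every replicate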
ERAP1 inh: inhibitors of human ERAP1 aminopeptidase; Q9NZ08; recombinant ERAP1, Leu-AMC fluorescence, 60 min; inhibition, % at 10.7 µM; 0.15% of 340,000 active; AID 652197;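 active = mean replicate inhibition of at least 30%, or all replicates individually reaching that 30% level; inactive = mean below 30% and not every replicate reaching it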;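 note: 0% = neutral control wells and 100% = L-leucinethiol positive control wells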
ERp5 inh: blocks human ERp5 reductase activity on insulin. Q15084. ERp5 insulin aggregation, absorbance 650 nm, 90 min. inhibition, % at 9.99 µM. 0.05% of 350,000 active. AID 651711;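 active = mean replicate inhibition above about 25%, with every replicate also reaching it, limit read from the data, passing the limit was not always enough; inconclusive = only one of those two criteria met; inactive = neither criterion met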
RAD54 inh: inhibitors of human RAD54 branch migration | Q92698 | 0.14% of 360,000 active | RAD54 Holliday junction branch migration, FAM/BHQ fluorescence | inhibition, % at 10.4 µM;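 active = mean normalized replicate activity at least 40 and at least half of replicates scoring 40 or more; inconclusive = only one of the two criteria met; inactive = mean below 40 and under half of replicates reaching 40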;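 note: 0% = median of neutral control wells and 100% = median of positive control wells; inhibitors cause a drop in the FAM fluorescence signal; in these data hits start at about 50%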
Target sequence (Q92698 whole entry, looked up): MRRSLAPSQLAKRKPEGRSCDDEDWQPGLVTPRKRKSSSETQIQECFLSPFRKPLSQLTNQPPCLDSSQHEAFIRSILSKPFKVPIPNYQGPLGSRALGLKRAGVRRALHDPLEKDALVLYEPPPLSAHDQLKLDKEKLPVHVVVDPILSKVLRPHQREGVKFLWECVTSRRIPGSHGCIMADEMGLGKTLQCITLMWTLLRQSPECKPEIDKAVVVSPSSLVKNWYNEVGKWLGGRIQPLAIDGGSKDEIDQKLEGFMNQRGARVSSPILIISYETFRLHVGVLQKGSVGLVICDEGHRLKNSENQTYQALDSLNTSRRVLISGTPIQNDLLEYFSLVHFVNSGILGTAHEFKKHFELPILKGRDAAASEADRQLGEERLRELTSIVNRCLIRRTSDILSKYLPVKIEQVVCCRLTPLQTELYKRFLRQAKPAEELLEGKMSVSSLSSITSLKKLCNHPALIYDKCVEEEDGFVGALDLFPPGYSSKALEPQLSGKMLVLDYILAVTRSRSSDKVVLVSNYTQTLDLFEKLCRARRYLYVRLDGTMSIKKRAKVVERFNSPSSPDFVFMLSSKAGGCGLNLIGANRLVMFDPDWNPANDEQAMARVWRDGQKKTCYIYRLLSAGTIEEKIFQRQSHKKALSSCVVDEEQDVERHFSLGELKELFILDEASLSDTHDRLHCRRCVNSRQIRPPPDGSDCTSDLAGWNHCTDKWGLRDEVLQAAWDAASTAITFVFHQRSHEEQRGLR
Xi reactivation: X-chromosome reactivation activator | 0.055% of 360,000 active | activation, % at 7.58 µM | AID 743238 | XiGFP mouse fibroblasts, % GFP-positive cells imaging, 3 d; cells co-treated with 5-aza-dC sensitizer; scaled so ellipticine positive control = 100%;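 active = mean normalized replicate activation at least 10% and every replicate at or above 10%; inconclusive = only one of the two criteria met; inactive = mean below 10% and not all replicates reach 10%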;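 note: 0% = median of on-plate neutral control wells and 100% = ellipticine 6 µM median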
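Schedule: 3 d treatment, 15 min room-temperature fixation; system: 68-5-11 XiGFP fibroblast line; buffer or medium: DMEM plus 5-aza-dC sensitizer; control set: ellipticine 6 µM positive control; compound: one concentration, pinned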
S100A4 inh HTS: blocks human S100A4 binding to myosin IIA peptide; P26447; S100A4/TAMRA-MyoIIA peptide fluorescence polarization; inhibition, % at 10.7 µM; 0.14% of 360,000 active;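 active = mean inhibition of at least 70% across replicates, with every replicate also reaching that level; inconclusive = mean inhibition reaches 70% but some replicates fall short; inactive = mean inhibition below 70%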
Target sequence (P26447 whole entry, looked up): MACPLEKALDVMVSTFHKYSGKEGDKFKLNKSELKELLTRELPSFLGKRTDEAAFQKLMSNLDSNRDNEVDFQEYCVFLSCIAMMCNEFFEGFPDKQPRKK
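Test system: S100A4 monomer protein. Medium: HEPES buffer with Ca2+, pH 7.2. Reagent: fluorescent myosin IIA peptide, 5 nM. Compound dosing: single-point compound testing. Timing: 5 min between mix addition and reading. Benchmarks: DMSO neutral and TFP positive wells.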
Active calls of the source: *; u = inconclusive; x = no result given.

SMILES	esBAF inh	E-selectin induc	RAD52 inh	ERAP1 inh	ERp5 inh	RAD54 inh	Xi reactivation	S100A4 inh HTS
O=c1[nH]c2ccc(NS(=O)(=O)c3ccc4ccccc4c3)cc2[nH]1	-2.2	2.8	-11.2	1.0	4.1	-6.1	-0.1	-2.1
COCC(=O)NC1CC2CCC(C1)N2C(=S)Nc1ccccc1C(=O)OC (configuration not stated)	x	0.6	-9.5	-2.3	-3.5	x	0.0	-13.4
CCCCn1c(N)c(N(CCOC)C(=O)c2ccc(N(C)S(=O)(=O)c3ccc(C)cc3)cc2)c(=O)[nH]c1=O	x	-0.5	-7.8	2.2	0.3	x	0.0	6.7
O=C(C[C@@H]1CC[C@@H]2[C@H](COC[C@@H](O)CN2C(=O)c2ccncc2)O1)NC1CCC1	-1.0	0.0	-14.1	2.8	-2.7	-3.9	0.3	-1.1
O=c1c2ccccc2nc(SCc2ccc(F)cc2Cl)n1CCCN1CCOCC1	-11.1	4.6	-4.0	x	-0.3	x	0.4	2.9
CC(C)(C)c1cc(C(=O)NNC(=O)Nc2cccc(Cl)c2)n(Cc2ccccc2)n1	-8.8	0.0	1.0	x	-0.6	x	0.0	-2.5
O=c1c2ccc([N+](=O)[O-])cc2ncn1CCOc1cccc(Br)c1	x	x	-16.0	2.1	0.3	x	0.0	-2.9
COC(=O)CSc1cc([N+](=O)[O-])ccc1NC(=O)OC	x	3.8	-11.0	6.8	0.1	-7.9	0.0	-4.0
O=C(N[C@@H]1CC[C@H](CCn2cc(-c3ccccn3)nn2)O[C@H]1CO)c1cccnc1	1.1	-0.3	-2.1	-4.8	1.5	-2.3	-0.3	-10.8
COc1cc(Br)ccc1C1CC(=O)C(C)C(c2ccc(Br)cc2OC)N1 (configuration not stated)	-4.2	x	-13.8	0.4	3.5	4.0	0.0	3.0
COc1ccccc1C1=NOC(Cn2c(NCC3CCCO3)nc3c2c(=O)n(C)c(=O)n3C)C1 (configuration not stated)	-4.6	0.0	-6.9	1.7	3.8	-3.5	0.0	-2.0
Cc1cc(NC(=O)CCC(=O)N(C2CC2)C(C(=O)NC(C)(C)C)c2ccccc2Cl)no1 (configuration not stated)	-4.3	0.1	-8.1	-7.4	3.0	12.1	0.1	-14.9
COc1ccc(CN2CCNC(=O)C2CC(=O)N(C)CCC2CCOCC2)cc1OC (configuration not stated)	10.1	x	-31.1	1.9	7.3	-3.9	0.0	3.2
Nn1cnc2c(ncn2C2OC(CO)C(O)C2O)c1=O (configuration not stated)	-3.3	x	-3.9	-0.3	0.9	-4.3	x	-2.1
Cc1cccc(C(=O)OCC(=O)NC(C)CCc2ccccc2)c1 (configuration not stated)	x	0.4	4.5	-1.6	3.6	x	0.1	6.2
O=C(COC(=O)c1cc(Cl)ccc1Cl)Nc1ccc2[nH]c(=O)[nH]c2c1	x	-0.8	-2.1	-3.7	3.0	5.1	0.1	-1.6
COCCn1c(SCC(=O)Nc2ccc3c(c2)CCC3)nc2ccccc2c1=O	x	0.0	-7.9	-2.1	-2.2	7.7	0.0	13.3
COc1ccc(C(=O)NCC(c2cccs2)N2CCOCC2)cc1OC (configuration not stated)	2.1	0.0	-11.5	-2.0	0.8	-2.0	0.0	-0.8
COCC(=O)N1[C@@H]2c3ccc(-c4ccc(F)cc4)c(=O)n3C[C@@H]2[C@@H](CO)[C@@H]1C(=O)Nc1ccccc1	3.3	0.0	-6.1	-1.5	9.0	3.4	0.0	-22.4
COc1ccc(NC(=O)CS(=O)c2cccc(C(F)(F)F)c2)cc1 (configuration not stated)	1.5	x	-7.6	-2.8	-2.7	-6.3	0.0	-1.5
CN(C)C(=O)C[C@H]1C=C[C@@H](NC(=O)c2ccc(F)cc2)[C@H](CO)O1	-0.2	0.3	-4.0	x	3.2	-0.8	0.0	-3.6
C[C@@H]1CN([C@H](C)CO)S(=O)(=O)c2ccc(C#C[C@@H](C)O)cc2O[C@@H]1CN(C)C(=O)C1CCC1	0.4	1.9	12.1	-0.8	6.6	-8.8	0.0	6.9
O=C1O/C(=C/c2ccccc2)c2ccccc21	x	x	-10.4	0.7	-1.8	x	0.0	-3.2
COc1ccc(C(=O)OC(C)CN2CCOCC2)cc1 (configuration not stated)	9.9	x	-9.2	-2.6	4.1	2.4	0.0	0.7
C[C@H](CO)N1C[C@H](C)[C@@H](CN(C)Cc2cncnc2)Oc2cc(-c3ccccc3F)ccc2S1(=O)=O	-6.2	0.7	13.3	-3.7	-2.5	7.4	0.3	-5.4
CC(C)NC(=O)Nc1ccc2c(c1)C(=O)N([C@H](C)CO)C[C@@H](C)[C@H](CN(C)S(=O)(=O)c1ccc(Cl)cc1)OCCCC[C@H](C)O2	-3.0	x	7.9	2.9	0.5	-0.5	-0.1	-38.5
CCOC(=O)N(C)c1c(CC)nc2c(OCc3ccccc3C)cccn12	19.3	-1.4	2.6	-4.7	0.9	-3.9	0.0	0.2
Cc1c(CCO)c(=O)[nH]n1S(=O)(=O)c1cccc(C(F)(F)F)c1	2.3	-0.2	-13.9	-4.3	3.5	3.3	0.0	-6.3
Cc1cccc(NC(=O)NNC(=O)c2ccc3ccccc3c2)c1	-1.3	-0.7	-2.9	1.6	0.8	7.9	0.0	2.7
O=C(CC(n1cncn1)C(Cl)(Cl)Cl)c1ccc([N+](=O)[O-])cc1 (configuration not stated)	-6.5	0.0	-14.0	-3.4	0.6	2.7	0.0	-2.8
Cc1ccc(CN(C)C(=O)COc2ccc(S(=O)(=O)N3CCCC3)cc2[N+](=O)[O-])c(C)c1	-13.4	x	-9.7	-6.4	2.4	7.3	0.0	-6.1
CCC(C)(C)NC(=O)CCn1c(-c2ccccc2)cc(C(C)=O)c1C	x	x	-2.2	7.8	0.0	x	0.1	-4.2
COc1cc(OC)c(C(=O)N2CCN(c3ccccn3)CC2)cc1OC	-3.5	x	-23.6	-2.8	-4.9	2.3	0.0	-12.3
CCOC(=O)c1[nH]c2c(c1-c1ccccc1)C(=O)CC(c1ccccc1)C2 (configuration not stated)	34.3	-0.1	-2.2	-3.5	-0.8	5.6	0.3	1.8
C[C@@]12C(=O)Nc3ccc(F)cc3C(=O)N1[C@H]1c3cc(Br)ccc3OC[C@@H]1[C@@H]2c1ccccc1	-1.7	0.2	-18.7	-3.5	3.3	4.4	0.0	-13.7
COc1cccc(C(=O)N(c2ccccc2)C2C=CS(=O)(=O)C2)c1 (configuration not stated)	x	0.6	-4.7	7.5	-2.0	3.4	0.2	-1.6
CCN(CC)S(=O)(=O)c1ccc2[nH]cc(C(=O)NCCCN3CCCCC3)c(=O)c2c1	x	x	-3.0	3.3	1.3	0.3	-0.1	11.3
COC(=O)c1ccc2c(c1)C(=O)/C(=C/c1ccc(O)cc1)O2	u	x	x	x	x	1.6	0.4	-7.5
O=C(CCc1nc(-c2ccc(Cl)cc2)no1)NCC1CCCO1 (configuration not stated)	5.8	-1.2	-11.7	1.6	-0.2	-17.2	0.3	4.6
Cc1ccc(-c2nnc(N3CCOCC3)c3ccccc23)cc1S(=O)(=O)NCc1cccnc1	x	x	-8.2	-2.6	1.2	x	-0.1	-4.6
CC(C)(C)C(=O)COC(=O)c1c2c(nc3ccccc13)CCC2	x	x	-13.1	-0.3	1.2	x	0.0	-11.3
COC(=O)C1=C(C(=O)OC)[C@@H]2Nc3ccccc3[C@@]23C[C@@H](C(=O)OC)N(C(=O)c2cccs2)C3=N1	-2.3	12.7	-1.3	0.0	3.3	-0.7	0.0	-2.0
O=C(C1CCOCC1)N1CC(=O)N2[C@H](C1)[C@H](c1ccc(-c3ccccc3F)cc1)[C@@H]2CO	x	-0.1	-4.6	-0.8	4.9	x	0.1	6.8
Cc1ccc2ncnc(Nc3ccc(C)c(C)c3)c2c1	5.2	x	-8.0	-3.2	2.1	2.7	x	-4.4
Cc1ccc2c(c1)nnn2C1CCN(CC(=O)NNC(=O)c2ccco2)CC1	x	x	-0.6	-0.6	-0.8	x	0.0	0.6
CC(C)CC#Cc1ccc([C@@H]2[C@@H](CO)N3C(=O)CN(C(=O)NC4CCCC4)C[C@H]23)cc1	x	0.6	-8.4	3.4	-0.3	x	0.2	14.2
COC(C(=O)Nc1ccnn1C1CCN(C(=O)c2cccc(F)c2)CC1)c1ccccc1 (configuration not stated)	-0.3	0.7	-5.1	2.3	-1.7	-13.6	0.1	5.2
O=C(NCc1ccccn1)C(=O)NCC(c1ccco1)N1CCOCC1 (configuration not stated)	x	x	-12.9	2.3	-9.7	x	0.3	0.4
O=C(Nc1ccccc1)N1CC(=O)N2[C@H](C1)[C@H](c1ccc(C#CC3CCCCC3)cc1)[C@@H]2CO	x	0.0	-10.8	-0.3	-0.3	x	0.0	-5.5
COc1ccccc1S(=O)(=O)N1CC[C@@H]2[C@@H](CO)N(C)c3ccc(-c4ccc(F)cc4)cc3[C@@H]21	-12.7	1.8	-3.6	0.1	-0.1	7.1	0.0	14.0

Remaining list, next part
SMILES	esBAF inh	E-selectin induc	RAD52 inh	ERAP1 inh	ERp5 inh	RAD54 inh	Xi reactivation	S100A4 inh HTS
CC(=O)/C(=N/Nc1ccccc1)Sc1nnc(CCc2ccccc2)n1-c1ccccc1	x	x	-13.5	4.1	0.1	x	0.1	-2.2
CCCNC(=O)Nc1ccc2c(c1)OC[C@H](C)N(C(=O)C1CCC1)C[C@H](C)[C@H](OC)CN(C)C2=O	4.3	-0.3	10.6	0.2	-4.7	4.2	0.1	2.2
CN(c1ccccc1)S(=O)(=O)c1ccc(Cl)c(C(=O)NCc2ccccc2CN2CCCC2)c1	2.4	3.8	-29.7	1.3	x	13.0	0.0	-2.9
N#C/C(=N\Nc1ccc(Cl)cc1)C(=N)N1CCCCCC1	x	-0.2	3.6	3.8	-1.0	x	0.0	2.8
O=C(N[C@H]1CC[C@H](CC(=O)N2CCCCC2)O[C@H]1CO)c1cccc(F)c1	-0.2	-0.1	9.8	-4.2	1.6	-3.5	0.3	31.5
O=C(NCc1ccco1)c1cccc(S(=O)(=O)N2CCc3ccccc32)c1	x	x	-5.7	0.6	2.3	x	-0.1	-4.4
Cc1nc2cc(-c3ccccc3)nn2c(C)c1CCC(=O)NC(C)c1ccc2c(c1)OCCO2 (configuration not stated)	-28.2	0.0	-18.6	-1.3	7.0	-0.1	0.2	-7.0
C[C@@H]1CN([C@H](C)CO)C(=O)Cc2cc(NC(=O)Nc3ccccc3)ccc2O[C@@H]1CN(C)Cc1ccccc1	4.7	x	6.7	0.7	-0.4	13.9	0.2	5.5
CCOC(=O)c1sc2c(c1C)c(=O)c(C(=O)OCC)cn2CC	x	x	3.0	3.5	2.5	x	x	5.2

Entries of single compounds, quoted from the list. Order of screens: esBAF inh	E-selectin induc	RAD52 inh	ERAP1 inh	ERp5 inh	RAD54 inh	Xi reactivation	S100A4 inh HTS
Results for O=C(NCc1ccco1)c1cccc(S(=O)(=O)N2CCc3ccccc32)c1 → x	x	-5.7	0.6	2.3	x	-0.1	-4.4
Results for CC(=O)/C(=N/Nc1ccccc1)Sc1nnc(CCc2ccccc2)n1-c1ccccc1 → x	x	-13.5	4.1	0.1	x	0.1	-2.2
